# Mtb BioA inh: inhibitors of Mycobacterium tuberculosis BioA enzyme. purified M. tuberculosis BioA enzyme, plate reader. inhibition, % at 9.99 µM. 360,000 tested, 0.096% active. AID 602481; in the data active = inhibition above about 40%
# An asterisk follows results filed as active. Not all compounds are listed; count on the stated rates, not on these rows.
item	structure	Mtb BioA inh
1	Cc1ccc(S(=O)(=O)Nc2ccc3c(c2)C(=O)N([C@@H](C)CO)C[C@H](C)[C@@H](CN(C)C(=O)Nc2ccc4c(c2)OCO4)OCCCC[C@@H](C)O3)cc1	-0.2
2	CCCC(=O)Nc1ccc2c(c1)OC[C@H](C)N(C)C[C@@H](C)[C@@H](OC)CN(C)C2=O	-2.4
3	C[C@H]1CN([C@@H](C)CO)C(=O)c2cccc(NC(=O)Nc3ccc(F)cc3)c2O[C@@H]1CN(C)Cc1ccc(-c2ccccc2)cc1	-1.4
4	C[C@H](CO)N1C[C@H](C)[C@H](CN(C)Cc2ccc(C(=O)Nc3ccccc3N)cc2)Oc2ccc(NS(=O)(=O)c3cccs3)cc2CC1=O	-0.3
5	C[C@@H]1CCCCO[C@H](CN(C)Cc2ccccc2)[C@H](C)CN([C@@H](C)CO)C(=O)c2cc(NS(C)(=O)=O)ccc2O1	4.0
6	CS(=O)(=O)N1[C@@H]2c3cccc(=O)n3C[C@H]1[C@H](CO)[C@H]2C(=O)NCc1ccccc1	1.8
7	C[C@H](CO)N1C[C@H](C)[C@@H](CN(C)Cc2ccc(C(=O)Nc3ccccc3N)cc2)OCc2cnnn2CCCC1=O	0.1
8	CO[C@H]1CN(C)C(=O)c2cc(NC(=O)C3CC3)ccc2OC[C@H](C)N(C(C)=O)C[C@H]1C	-1.8
9	COc1ccc(CN(C)C[C@H]2Oc3ccc(NC(=O)Nc4ccc5c(c4)OCO5)cc3CC(=O)N([C@@H](C)CO)C[C@H]2C)cc1	-2.9
10	C[C@@H]1CCCCO[C@H](CN(C)C(=O)NC2CCCCC2)[C@H](C)CN([C@@H](C)CO)C(=O)c2cc(NC(=O)Nc3cccc4ccccc34)ccc2O1	2.4
11	O=C(c1ccncc1)N1CC[C@@H]2[C@H](CO)Nc3ccc(-c4ccccc4)cc3[C@@H]21	6.1
12	CCCNC(=O)N(C)C[C@H]1Oc2ncc(C#C[C@@H](C)O)cc2C(=O)N([C@H](C)CO)C[C@@H]1C	1.0
13	O=C(C[C@H]1CC[C@H]2[C@@H](COC[C@@H](O)CN2C(=O)Cc2ccccc2)O1)NC1CCCC1	-1.7
14	O=C(CC(F)(F)F)N1C[C@@H]2[C@H](c3ccccc31)[C@H](CO)N2C(=O)CN1CCOCC1	3.0
15	C[C@@H]1CN([C@@H](C)CO)C(=O)c2cccc(NC(=O)Nc3ccc(F)cc3)c2O[C@@H]1CN(C)Cc1ccc2c(c1)OCO2	-1.7
16	CCCc1cn(CC[C@H]2CC[C@H](NC(=O)C3CCCC3)[C@H](CO)O2)nn1	1.8
17	C[C@H](CO)N1C[C@H](C)[C@@H](CN(C)Cc2ccccc2F)Oc2ncc(/C=C/c3ccccc3)cc2C1=O	-0.9
18	C[C@H]1CCCCO[C@@H](CN(C)Cc2ccccc2)[C@@H](C)CN([C@@H](C)CO)C(=O)c2cc(NC(=O)Cc3ccccc3)ccc2O1	3.0
19	C[C@H](CO)N1C[C@H](C)[C@H](CN(C)C(=O)Nc2ccc(F)cc2)Oc2ccc(NC(=O)Cc3ccccc3)cc2C1=O	-0.3
20	C[C@@H]1CN([C@H](C)CO)C(=O)c2cccc(NS(=O)(=O)c3ccc(Cl)cc3)c2O[C@@H]1CN(C)C(=O)Nc1ccccc1	-1.8
21	COc1ccccc1-c1ccc2n(c1=O)C[C@@H]1[C@@H](CO)[C@H](C(=O)NC3CCC3)N(C(C)=O)[C@H]21	-1.7
22	C[C@H](CO)N1C[C@H](C)[C@@H](CN(C)C(=O)Cc2ccccc2)Oc2ncc(-c3cncnc3)cc2C1=O	-0.3
23	CCCNC(=O)Nc1ccc2c(c1)C(=O)N(C)[C@H]1CC[C@@H](CC(=O)NC)O[C@H]1CO2	-1.6
24	O=C(Nc1ccccc1)N1C[C@@H]2[C@H](c3ccccc31)[C@@H](CO)N2CC1CCCC1	6.1
25	N#C[C@H]1[C@H](c2ccccc2)[C@H](CO)N1C(=O)c1ccc2c(c1)OCO2	1.8
26	COc1ccc(NC(=O)Nc2ccc3c(c2)C(=O)N([C@H](C)CO)C[C@@H](C)[C@H](CN(C)C(=O)Nc2ccc4c(c2)OCO4)O3)cc1	-0.7
27	C[C@@H](NC(=O)C[C@@H]1C[C@@H]2c3cc(NC(=O)CC4CC4)ccc3O[C@@H]2[C@H](CO)O1)c1ccccc1	-1.0
28	CNC[C@@H]1Oc2cc(C#CCC3CCCC3)ccc2S(=O)(=O)N([C@@H](C)CO)C[C@@H]1C	2.4
29	C[C@H]1CN([C@@H](C)CO)S(=O)(=O)c2ccc(-c3ccc(F)cc3)cc2O[C@@H]1CN(C)C	2.3
30	COc1ccc(-c2ccc([C@@H]3[C@@H](C#N)N(C(=O)C4CCOCC4)[C@H]3CO)cc2)cc1	-3.1
31	C[C@H]1CN([C@@H](C)CO)C(=O)c2cc(NS(=O)(=O)c3ccccc3)ccc2O[C@@H]1CN(C)Cc1ccc(Cl)c(Cl)c1	-2.2
32	N#C[C@@H]1[C@@H](c2ccc(-c3cncnc3)cc2)[C@H](CO)N1C(=O)Cc1ccccc1	0.6
33	CN1c2ccc(-c3ccc(C#N)cc3)cc2[C@@H]2[C@@H](CCN2C(=O)Cc2ccccn2)[C@@H]1CO	5.5
34	C[C@@H]1CCCCO[C@H](CN(C)C(=O)Nc2ccc(F)cc2)[C@H](C)CN([C@H](C)CO)C(=O)c2cc(NS(=O)(=O)c3ccc(F)cc3)ccc2O1	-1.7
35	O=C(Cc1ccncc1)N1CCCCN2[C@@H](CO)[C@H](c3ccc(C#Cc4ccccc4F)cc3)[C@@H]2C1	-2.3
36	CC(C)CC#Cc1cnc2c(c1)C(=O)N([C@H](C)CO)C[C@H](C)[C@@H](CN(C)S(=O)(=O)c1cn(C)cn1)O2	1.4
37	C[C@H]1CN([C@@H](C)CO)S(=O)(=O)c2ccc(-c3ccc(C#N)cc3)cc2O[C@@H]1CN(C)C(=O)Nc1cc(F)ccc1F	-4.2
38	C[C@@H]1CN([C@H](C)CO)C(=O)c2ccccc2-c2ccccc2CO[C@H]1CN(C)C(=O)[C@H]1CCCN1C	1.6
39	CC(=O)NC[C@H]1[C@H](c2ccc(-c3ccccc3F)cc2)[C@H](CO)N1C(C)=O	-4.4
40	Cc1ccc(-c2cnc3c(c2)C(=O)N([C@@H](C)CO)C[C@H](C)[C@@H](CN(C)C(=O)Cc2cccnc2)O3)cc1	4.6
41	COc1ccc(CN(C)C[C@H]2OCCCC[C@@H](C)Oc3ccc(NC(=O)CCC(F)(F)F)cc3C(=O)N([C@H](C)CO)C[C@@H]2C)cc1	-0.8
42	COc1ccc(S(=O)(=O)Nc2ccc3c(c2)C(=O)N([C@H](C)CO)C[C@H](C)[C@H](CN(C)C(=O)NC2CCCCC2)O3)cc1	2.4
43	C[C@H](CO)N1C[C@H](C)[C@@H](CN(C)Cc2ccc(Cl)c(Cl)c2)OCCCC[C@H](C)Oc2ccc(NS(C)(=O)=O)cc2C1=O	1.3
44	Cc1noc(C)c1NC(=O)N[C@H]1C=C[C@H](CC(=O)NCCCN(C)C)O[C@H]1CO	-0.1
45	O=C(C[C@H]1C[C@H]2c3cc(NC(=O)Cc4ccncc4)ccc3O[C@H]2[C@H](CO)O1)NCC1CC1	0.5
46	COCC#Cc1cnc2c(c1)C(=O)N([C@@H](C)CO)C[C@H](C)[C@@H](CN(C)S(=O)(=O)c1ccccc1)O2	0.0
47	CO[C@@H]1CN(C)C(=O)c2cc(NS(=O)(=O)c3ccc(-c4ccccc4)cc3)ccc2OC[C@H](C)NC[C@H]1C	-1.3
48	Cc1ccc(-c2cnc3c(c2)C(=O)N([C@@H](C)CO)C[C@@H](C)[C@@H](CN(C)C(=O)Cc2ccccc2)O3)cc1	3.3
49	Cc1ccc(S(=O)(=O)N(C)C[C@@H]2OCCCC[C@@H](C)Oc3ccc(NS(=O)(=O)c4ccc(Cl)cc4)cc3C(=O)N([C@H](C)CO)C[C@@H]2C)cc1	-0.7
50	CN1C(=O)c2cc(NS(=O)(=O)c3ccc(F)cc3)ccc2OC[C@@H]2O[C@@H](CC(=O)O)CC[C@H]21	0.4

# Carrying on:
item	structure	Mtb BioA inh
51	C[C@@H]1CN([C@@H](C)CO)C(=O)c2cc(C3=CCCCC3)cnc2O[C@H]1CN(C)C(=O)Cc1ccncc1	4.5
52	COc1cccc(-c2cnc3c(c2)C(=O)N([C@@H](C)CO)C[C@H](C)[C@@H](CN(C)Cc2ccc(F)cc2)O3)c1	2.8
53	Cc1noc(C)c1NC(=O)N(C)C[C@H]1Oc2ccc(NC(=O)Nc3ccc(C(F)(F)F)cc3)cc2C(=O)N([C@@H](C)CO)C[C@H]1C	2.4
54	C[C@H](CO)N1C[C@H](C)[C@@H](CN(C)C(=O)C2CCCCC2)Oc2ncc(C3=CCCC3)cc2C1=O	0.4
55	C/C=C/c1ccc2c(c1)O[C@@H](CN(C)C(=O)NC1CCCCC1)[C@H](C)CN([C@@H](C)CO)S2(=O)=O	-6.9
56	C[C@H](CO)N1C[C@H](C)[C@H](CN(C)S(=O)(=O)c2ccccc2)OCCCC[C@H](C)Oc2ccc(NS(=O)(=O)c3ccc(Cl)cc3)cc2C1=O	-5.3
57	O=C(N[C@@H]1CC[C@@H](CCNC(=O)C2CCCCC2)O[C@@H]1CO)c1ccncc1	-3.9
58	C[C@H]1CN([C@@H](C)CO)C(=O)c2cc(-c3ccncc3)cnc2O[C@@H]1CN(C)C(=O)CN1CCOCC1	-1.6
59	C[C@@H]1CN([C@H](C)CO)S(=O)(=O)c2ccc(/C=C/c3ccccc3)cc2O[C@@H]1CN(C)C(=O)C1CC1	0.9
60	CC(C)NC(=O)Nc1ccc2c(c1)CC(=O)N([C@@H](C)CO)C[C@H](C)[C@@H](CN(C)C(=O)Nc1ccc(F)cc1)O2	0.5
61	C[C@@H]1CN([C@@H](C)CO)C(=O)c2cc(NC(=O)Nc3ccc(C(F)(F)F)cc3)ccc2O[C@H]1CN(C)S(=O)(=O)c1cn(C)cn1	1.0
62	CCC(=O)Nc1ccc2c(c1)OC[C@@H](C)N(Cc1ccccc1F)C[C@@H](C)[C@H](OC)CN(C)C2=O	-1.8
63	N#C[C@@H]1[C@H](c2ccc(C#Cc3cccc(F)c3)cc2)[C@@H](CO)N1C(=O)C1CCC1	12
64	CN1C(=O)c2cc(NC(=O)Nc3cccc(Cl)c3)ccc2OC[C@H]2O[C@@H](CC(=O)NCCc3ccncc3)CC[C@H]21	7.5
65	O=C(C[C@H]1C[C@@H]2c3cc(NS(=O)(=O)c4ccccc4)ccc3O[C@@H]2[C@H](CO)O1)NCC1CC1	0.5
66	CC(C)(C)[S@](=O)N1Cc2cc(C(=O)NCCN3CCCCC3)nc(-c3cccc(-c4ccc(C#N)cc4)c3)c2[C@@H]1CCO	-1.7
67	COc1ccc(S(=O)(=O)Nc2ccc3c(c2)C(=O)N([C@@H](C)CO)C[C@@H](C)[C@H](CN(C)C(=O)Nc2ccc(C(F)(F)F)cc2)OCCCC[C@@H](C)O3)cc1	-0.3
68	CC(C)NC(=O)N(C)C[C@@H]1Oc2ncc(-c3ccc(C(=O)N(C)C)cc3)cc2C(=O)N([C@@H](C)CO)C[C@H]1C	0.2
69	C[C@H]1CN([C@@H](C)CO)C(=O)Cc2cc(NC(=O)Cc3ccccc3)ccc2O[C@@H]1CN(C)C(=O)Nc1cccc2ccccc12	-1.3
70	COc1ccc(S(=O)(=O)Nc2ccc3c(c2)C(=O)N([C@@H](C)CO)C[C@H](C)[C@H](CN(C)Cc2ccncc2)O3)cc1	2.6
71	N#C[C@H]1N[C@H](CO)[C@H]1c1ccc(-c2cccc(F)c2)cc1	-0.6
72	CO[C@H]1CN(C)C(=O)c2cc(NS(C)(=O)=O)ccc2OC[C@H](C)N(CC2CCOCC2)C[C@H]1C	-3.4
73	C[C@@H]1CN([C@@H](C)CO)C(=O)c2cccc(NS(=O)(=O)c3ccccc3)c2O[C@@H]1CN(C)Cc1ccc(C(=O)O)cc1	-2.1
74	C[C@@H]1CN([C@@H](C)CO)S(=O)(=O)c2ccc(C#CCN(C)C)cc2O[C@H]1CN(C)C(=O)c1ccccc1F	-0.4
75	Cc1ccc(S(=O)(=O)N(C)C[C@H]2Oc3ccc(NC(=O)Cc4ccccc4)cc3CC(=O)N([C@H](C)CO)C[C@@H]2C)cc1	0.4
76	O=C(C[C@@H]1CC[C@@H]2[C@H](COC[C@@H](O)CN2C(=O)c2ccccn2)O1)N1CCN(c2ccccc2)CC1	-0.6
77	CC(C)C#Cc1cnc2c(c1)C(=O)N([C@H](C)CO)C[C@H](C)[C@@H](CN(C)C(=O)Nc1ccccc1)O2	0.8
78	CN(C)CC#Cc1ccc([C@@H]2[C@H](CO)N3CCCCN(C(=O)Nc4ccccc4F)C[C@@H]23)cc1	1.3
79	Cc1noc(C)c1NC(=O)Nc1ccc2c(c1)CC(=O)N([C@H](C)CO)C[C@H](C)[C@@H](CN(C)S(=O)(=O)c1ccccc1)O2	-0.6

# Assay outcomes from PubChem BioAssay.
